Screening data: PubChem, several laboratories
Y pestis TopoI – blocks Yersinia pestis topoisomerase I activity | 360,000 compounds, 0.064% hits | Y. pestis Topo-I cleavage product accumulation, plate reader | AID 504884 | activity, % at 10 µM; in the data active = activity above about 50%, passing the limit was not always enough; note: inactives centre near 2
MazEF act – increases E. coli MazEF RNase cleavage of RNA | P0AE70 | FAM/BHQ RNA-DNA oligo cleavage fluorescence, 5 h | activation, % at 20 µM | 350,000 compounds, 0.32% hits | AID 504720; in the data active = activation above about 50%
TcdB GH inh – inhibitors of Clostridioides difficile toxin B glycohydrolase | P18177 | TcdB glycohydrolase enzymatic assay, plate reader | inhibition, % at 9.99 µM | 350,000 compounds, 0.24% hits; in the data active = inhibition above about 10%
3CLpro inhibitor – SARS-CoV 3CLpro protease inhibition; recombinant SARS-CoV 3CLpro, quenched FRET peptide cleavage; inhibition, % at 6 µM; 290,000 compounds, 0.14% hits; AID 1706; in the data active = inhibition above about 12%
Rv3671c inh – inhibits the M. tuberculosis serine protease Rv3671c; AID 2606; inhibition, % at 5.96 µM; 320,000 compounds, 0.048% hits; in the data active = inhibition above about 38%;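 note: extracellular domain of Rv3671c used as enzyme; 0% = enzyme with DMSO and 100% = no enzyme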
PriA SSB inh – inhibitors of Klebsiella pneumoniae PriA binding to SSB C-terminal tail; inhibition, % at 33 µM; AlphaScreen SSBct-PriA binding, biotinylated peptide; 430,000 compounds, 0.6% hits; in the data active = inhibition mostly above about 37%, no sharp cut-off; inactive = mostly below about 20%;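 note: plate controls were negative control peptide for no effect and reference peptide for full effect; strong numbers were not always called active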
Vc quorum ag – quorum light induction in luxS cqsA deficient V. cholerae | V. cholerae BH1578 lux reporter, luminescence, 6 h | activation, % at 18.7 µM | 350,000 compounds, 0.16% hits; in the data active = activation mostly above about 9.7%, no sharp cut-off; note: not every result past the cut was called active; inactives centre near 0; reference of the scale not given here
PrPC TRFRET – cell surface PrPC inhibition, primary TR-FRET screen; P04156; inhibition, % at 13.8 µM; 370,000 compounds, 0.43% hits; TR-FRET read-out; AID 720596; in the data active = inhibition above about 24%; note: 0% = median of the test wells and 100% = reference compound wells
DUSP3 inh – blocks human VHR1 dual specificity phosphatase | P51452 | recombinant VHR phosphatase, pNPP absorbance | inhibition, % at 13.3 µM | 290,000 compounds, 0.52% hits; in the data active = inhibition above about 50%; note: some compounds called inactive have numbers as strong as hits
CCHFV vOTU inh – CCHFV vOTU protease inhibition; 370,000 compounds, 0.55% hits; Pep-AMC fluorescence; inhibition, % at 11.5 µM; in the data active = inhibition above about 30%; note: 0% = vehicle wells with enzyme and 100% = no enzyme wells
Numbers without * were called inactive; i = inactive; . = no result given; & = joins results of further samples. An excerpt, so the mix of outcomes need not match the whole.

SMILES	Y pestis TopoI	MazEF act	TcdB GH inh	3CLpro inhibitor	Rv3671c inh	PriA SSB inh	Vc quorum ag	PrPC TRFRET	DUSP3 inh	CCHFV vOTU inh
CCOC(=O)Cc1nn(Cc2nc(-c3ccc(C)cc3)cs2)c(=O)c2ccccc12	-3	-4	1.1	1	0	-7	-0.5	-1	33	13
Cc1c(C(=O)O)sc2ncnc(N3CCCCC3C)c12 (configuration not stated)	-1	7	.	-2	-11	-6	i	16	-16	10
COc1ccc(NC(=O)C[C@H]2C(=O)N(c3ccccc3)C[C@@H]2Cc2ccccc2)cc1	23	3	1.3	.	.	.	-0.5	-3	.	-1
COc1cccc(C(=O)Nc2ccc(-n3nncc3C(C)(C)C)cc2)c1	11	-3	1.2	1	1	-5	-0.2	9	31	15
COc1ccc(C(=O)NCc2ccc(Cl)cc2)cc1S(=O)(=O)N1CCCC1	29	2	0.5	.	1	-1	i	-2	.	-6
O=C1NC2c3c(I)sc(I)c3C(=O)C2O1 (configuration not stated)	0	-238	0.6	.	.	-3	.	-28	.	9
COC(=O)C1=C(c2ccc(-c3ccccc3)c(F)c2)C[C@@H]2CC[C@H]1N2C(=O)NCCNC(C)=O	36	14	2.6	.	5	-12	i	7	.	-2
O=C(O)CCCCCNCc1ccncc1	3	2	-0.3	-3	-1	-19	-0.4	.	14	.
COc1ccc(S(=O)(=O)NCC(c2ccc(C)cc2)N2CCN(C)CC2)cc1OC (configuration not stated)	-8	0	1.4	.	-4	5	i	-4	.	-10
CC(=O)N1CCc2cc(S(=O)(=O)CCC(=O)NCc3ccco3)ccc21	-1	-9	0.9	-2	0	0	-2.9	-7	32	0
COc1ccccc1Cc1nc2ccccc2n1S(=O)(=O)c1ccc(Cl)cc1	2	-10	.	-2	-1	0	-0.2	0	4	-10
COc1cccc(CN(C)C(=O)Cc2c[nH]c3ccccc23)c1OC	8	6	1.5	0	-3	2	i	1	-15	-2
C=CCc1ccc(O)c(-c2ccc(O)c(CC=C)c2)c1	-9	-7	11*	3	1	4	-0.2	-13	-6	11
COc1ccc(C(CNC(=O)c2ccc(S(=O)(=O)Nc3ccc(F)cc3)cc2)N(C)C)cc1 (configuration not stated)	-11	14	-0.4	3	-10	5	i	0	2	-5
C=CCn1c(O)c(C=NC2CCN(Cc3ccccc3)CC2)c(=O)[nH]c1=O	-5	0	2.0	-4	4	0	-0.2	-9	2	-6

Grouped by structure: the compounds so far containing fluorine (two)
SMILES	Y pestis TopoI	MazEF act	TcdB GH inh	3CLpro inhibitor	Rv3671c inh	PriA SSB inh	Vc quorum ag	PrPC TRFRET	DUSP3 inh	CCHFV vOTU inh
COC(=O)C1=C(c2ccc(-c3ccccc3)c(F)c2)C[C@@H]2CC[C@H]1N2C(=O)NCCNC(C)=O	36	14	2.6	.	5	-12	i	7	.	-2
COc1ccc(C(CNC(=O)c2ccc(S(=O)(=O)Nc3ccc(F)cc3)cc2)N(C)C)cc1 (configuration not stated)	-11	14	-0.4	3	-10	5	i	0	2	-5

Back to the main list with the 2 entries that preceded the break.
SMILES	Y pestis TopoI	MazEF act	TcdB GH inh	3CLpro inhibitor	Rv3671c inh	PriA SSB inh	Vc quorum ag	PrPC TRFRET	DUSP3 inh	CCHFV vOTU inh
COc1ccc(C(CNC(=O)c2ccc(S(=O)(=O)Nc3ccc(F)cc3)cc2)N(C)C)cc1 (configuration not stated)	-11	14	-0.4	3	-10	5	i	0	2	-5
C=CCn1c(O)c(C=NC2CCN(Cc3ccccc3)CC2)c(=O)[nH]c1=O	-5	0	2.0	-4	4	0	-0.2	-9	2	-6
Cc1ccc2nc(NC(=O)c3ccc(Cl)s3)sc2c1	-4	14	0.5	2	-7	-8	-0.5	0	-4	2
c1ccc(C2=Nc3cccc4cccc(c34)N2)cc1	-25	8	0.7	6	-3	-6	-0.7	-1	24	22
COc1cc(/C=C2/C(=N)N3OC(C)=CC3=NC2=O)ccc1OCCOc1ccc(C)cc1	6	91*	.	1	1	-15	-1.3	-4	23	-7
O=C(COc1cccc2cccnc12)N/N=C/c1ccc(O)cc1	3	4	6.5	-4	-10	.	0.8	-3	-5	10
CCn1c(SCC(=O)NC(C)(C)C)nnc1-c1ccoc1C	4	4	.	4	7	-1	-0.2	-5	0	-8
COc1ccc(-c2cc(NC=O)c3ncc(-c4ccc(OC)c(OC)c4)n3c2)cc1OC	-2	.	-0.4	.	.	.	0.5	-3	.	0
CC(C)c1ccc(C(=O)Nc2ccc(N3CCOCC3)cc2)cc1	9	0	.	-6	0	-3	-0.3	13	43	8
CCCN1CCc2c(sc(NC(=O)c3ccc(S(=O)(=O)N4CCCC4)cc3)c2C(N)=O)C1	10	-82	2.2	-4	-9	6&-9	i	-4	-22	2
Cn1cc(S(=O)(=O)N2CCOCC2)cc1C(=O)NCCc1ccccc1	5	3	.	-2	3	-7	-0.2	.	-10	.
O=C(NNc1ccc([N+](=O)[O-])cc1)Nc1ccccc1	-5	11	-0.2	1	2	-4	-0.3	-9	-6	8
Cc1cc(-n2c(C)cc(C(=O)COc3cc(F)ccc3[N+](=O)[O-])c2C)no1	15	-4	-0.8	.	0	13	-0.3	-2	.	-1
CCc1ccc(CNC(=O)CCc2nnc(Cc3cccc(C(F)(F)F)c3)o2)nc1	13	-1	0.8	-6	-6	-14	-0.2	-3	26	0
COc1ccc(CN(C)C(=O)c2ccc(NC(=O)CC3SC(N4CCCC4)=NC3=O)cc2)c(OC)c1 (configuration not stated)	17	-8	0.5	.	7	-13	i	-2	.	17
CC(=O)NC(CC(=O)Nc1ccc(S(=O)(=O)N2CCCCC2)cc1)c1ccccc1 (configuration not stated)	7	0	1.7	-1	5	-11	i	0	-15	-2
Cc1cc(SCC(=O)NCCN2C(=O)CSC2=O)nc2c(C)cccc12	24	1	.	5	-3	10	-0.3	10	2	-7
CN1CCN(C(=O)c2cc(C(C)(C)C)cc(C(C)(C)C)c2)CC1	11	3	1.5	1	7	6	-0.5	4	15	-2
COc1ccc(N2CCN(C(=O)c3cc(=O)c4cc(C)ccc4o3)CC2)cc1	-9	5	0.5	0	-9	7	-13	5	7	12
CCOC(=O)C1CCN(c2c(C(=O)c3ccccc3)cnc3ccc(CC)cc23)CC1	44	1	0.6	1	2	2	-0.3	-3	9	7
N/C(=N\OC(=O)CN1C(=O)c2ccccc2C1=O)c1ccc(Cl)cc1	3	1	-1.3	-1	0	.	-0.4	1	6	3
Cc1cc(C)cc(Oc2nc3c(C)cccn3c(=O)c2/C=C(\C#N)C(=O)NC2CCS(=O)(=O)C2)c1 (configuration not stated)	9	-1	0.9	-1	2	-3	-0.2	-11	-7	-124
COc1cccc(CN2CCC2(C)C(=O)Nc2ccc3c(c2)OCO3)c1F (configuration not stated)	22	.	-3.4	.	.	.	i	3	.	22
CCOc1ccccc1C(=O)Nc1nncs1	-6	0	0.0	3	-9	-25	i	2	8	-10
Cc1[nH]n(-c2ccccc2)c(=O)c1C(c1cccc([N+](=O)[O-])c1O)c1c(C)[nH]n(-c2ccccc2)c1=O	2	8	-3.1	-1	-198	27	-0.1	-10	2	33*
O=C(CSc1nc2ccccc2s1)Nn1cnnc1	-1	-18	.	5	3	-13	-0.5	1	-1	-3
CCC(C)Nc1c([N+](=O)[O-])cc(C)cc1[N+](=O)[O-] (configuration not stated)	-7	-5	.	3	1	53*	-1.8	-1	10	-10
CC(=O)NC(CCS(C)(=O)=O)C(=O)Nc1ccc(F)cc1Cl (configuration not stated)	-5	10	.	0	1	-2	i	5	24	-2
CCOc1ccc(N2C(=O)NC(=O)/C(=C/c3cnc(SC)nc3)C2=O)cc1	9	-4	0.3	2	0	-18	1.0	-7	22	1
O=c1c2c3c(sc2nc2n1CCCC2)CCCC3	1	-3	.	-2	-1	-10	-1.0	7	35	1
CCc1ccc(Oc2coc3cc(OC(=O)c4cc5ccccc5oc4=O)ccc3c2=O)cc1	-1	5	.	1	7	-8	0.0	-7	4	-24
CN(C)c1ccc(/C=N/NC(=O)Cn2nnc3ccccc32)cc1	-2	3	.	10	-4	.	-0.4	-8	-5	-6
CC1=C(C(N)=O)C(c2ccccn2)n2nc(SCc3ccccc3)nc2N1 (configuration not stated)	-5	5	.	-5	5	-19	.	-2	5	-9
Cc1ccc(C(C)C)c(OCc2nnc(SCC(=O)Nc3ncc(C)s3)n2C)c1	5	23	.	-1	-6	-12	-5.0	-3	-12	4
CC1Cc2ccccc2N1C(=O)CSc1nnc(Cn2nnc3ccccc32)n1C (configuration not stated)	10	4	1.0	-5	-6	-8	-14	-9	-22	12
COC(=O)c1c(NC(=O)COC(=O)[C@@H](NS(=O)(=O)c2cccc(Cl)c2)C(C)C)sc2c1CCC2	19	-5	0.9	-3	-11	-3	-0.2	5	-7	17
O=C(COc1ccc(Cl)cc1)Nc1cc(NC(=O)COc2ccc(Cl)cc2)cc(C(=O)O)c1	4	-6	0.8	8	-20	2	i	-10	35	26
COc1cc(/C=C2\SC(=Nc3ccc(O)cc3)NC2=O)cc(OC)c1O	-8	-187	-5.9	-5	-6	-13	0.7	-12	18	18
O=S(=O)(NCC1COc2ccccc2O1)c1ccc2ccccc2c1 (configuration not stated)	14	-2	.	5	-4	-20	0.8	-2	-10	-1
CC1CC(C)CN(S(=O)(=O)c2cc(C(=O)O)c(Cl)s2)C1 (configuration not stated)	2	6	.	-1	0	-3	-0.3	-3	-14	16
COc1ccc(OC)c(Cc2nnc(CCC(=O)N3CCN(C4CCCC4)CC3)o2)c1	1	9	0.7	-11	-8	-14	-0.3	-3	10	16
CS(=O)(=O)Nc1ccc(C2=NN(C(=O)c3ccco3)C(c3ccccc3F)C2)cc1 (configuration not stated)	-12	3	1.9	3	4	7	-0.5	3	12	-8
Cc1cccc(NC(=O)NCC2CCN(c3ccc(S(=O)(=O)N4CCOCC4)cc3)CC2)c1	-2	14	0.4	7	0	-3	-0.5	-1	30	0
O=C(NCc1ccccn1)c1cccc(NS(=O)(=O)c2cccc(Cl)c2)c1	6	2	.	-1	1	-5	-2.1	-2	-2	0
CN(C)C(=O)c1cc(C(=O)c2ccccc2Br)c[nH]1	3	2	1.7	-4	-5	-2	-1.9	-1	14	-7
CN(C)S(=O)(=O)c1cccc(C(=O)NCCNC(=O)c2cccc(S(=O)(=O)N(C)C)c2)c1	-1	9	0.6	-6	2	-9	0.0	-5	-10	10
CCCSc1nnc(NC(=O)CCc2ccccc2)s1	6	7	0.4	-3	-1	1	-0.4	-4	7	7
COC(=O)Oc1ccc(/C=N/NS(=O)(=O)c2ccccc2)cc1OC	6	0	-1.1	1	-10	.	0.8	5	14	21
CCOC(=O)C1(Cc2cccc(Cl)c2)CCCN(C(=O)CCNC(C)=O)C1 (configuration not stated)	0	-5	0.9	1	.	7	0.0	-3	7	3
CCCn1c(=O)[nH]c(=O)c2c1nc(-c1ccc(OC(F)F)cc1)n2CCN1CCOCC1	-10	-3	.	0	-9	2	i	-3	-27	-3
C=C(C)C1(CCCC)C(=O)NC(=S)NC1=O	7	8	0.5	.	.	-20	i	-1	.	6
O=C(CNC(=O)c1ccc(F)cc1)N/N=C/c1cc(Br)ccc1OCc1ccccc1	31	-1	0.3	-5	-33	.	-0.8	-5	0	-4
CCCCC(=O)N/N=C/c1ccc(-c2ccc([N+](=O)[O-])cc2)o1	-4	-4	-0.4	4	4	.	-0.5	-13	2	5
CC1=C(C(=O)NC2CCCc3c2cnn3-c2ccc(F)cc2F)OCCO1 (configuration not stated)	8	-2	2.9	-2	0	1	-0.5	3	7	-2
N#Cc1sc2nc(-c3ccccc3)cc(-c3ccco3)c2c1N	-13	-46	.	-2	-96	-2	-0.6	-6	5	59*

Some of the entries above, reformatted.
SMILES: N/C(=N\OC(=O)CN1C(=O)c2ccccc2C1=O)c1ccc(Cl)cc1
  Y pestis TopoI = 3
  MazEF act = 1
  TcdB GH inh = -1.3
  3CLpro inhibitor = -1
  Rv3671c inh = 0
  PriA SSB inh = .
  Vc quorum ag = -0.4
  PrPC TRFRET = 1
  DUSP3 inh = 6
  CCHFV vOTU inh = 3
SMILES: COc1cccc(CN(C)C(=O)Cc2c[nH]c3ccccc23)c1OC
  Y pestis TopoI = 8
  MazEF act = 6
  TcdB GH inh = 1.5
  3CLpro inhibitor = 0
  Rv3671c inh = -3
  PriA SSB inh = 2
  Vc quorum ag = i
  PrPC TRFRET = 1
  DUSP3 inh = -15
  CCHFV vOTU inh = -2
